Wnt bcat act = Wnt/beta-catenin pathway activation; activation, % at 9.35 µM; Wnt/beta-catenin reporter cell assay, activator, plate reader; 300,000 compounds, 1.2% hits; AID 743398; in the data active = activation above about 30%, passing the limit was not always enough; inconclusive = no clear call, values can overlap the other calls;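 note: 0% = neutral control wells and 100% = positive control wells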
Ecoli viability = counter-screen for AddAB inhibitors: E. coli growth inhibition; inhibition, % at 11.9 µM; E. coli V3065 growth, OD600 absorbance, 18 h; 330,000 compounds, 0.27% hits;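 active = inhibition above the campaign's mean inhibition across all tested compounds plus 3 SD, cut at about 9.9% in these data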;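 note: uninfected addAB+ strain grown without phage in ampicillin broth; 0% = DMSO wells and 100% = ciprofloxacin 0.95 µg/ml wells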
phage Ecoli inh = E. coli growth loss with phage present; growth absorbance; inhibition, % at 11.9 µM; 360,000 compounds, 0.26% hits; in the data active = inhibition above about 11%
PvdQ acylase = P. aeruginosa PvdQ acylase inhibition; inhibition, % at 10 µM; 340,000 compounds, 0.063% hits; purified PvdQ acylase, fluorescence plate reader; in the data active = inhibition above about 30%, passing the limit was not always enough; inconclusive = no clear call, values can overlap the other calls;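 note: 0% = vehicle neutral wells and 100% = reference inhibitor wells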
Tat export inh = inhibitors of E. coli Tat protein transport; 340,000 compounds, 0.036% hits; inhibition, % at 10 µM; AID 488895; E. coli MC4100 TorA-mCherry Tat export, fluorescence;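 active = mean replicate inhibition at least 50% and at least half of replicates individually reaching 50%; inconclusive = only one of the two criteria met; inactive = neither criterion met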;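 note: exported cargo escapes ClpAP degradation while cytoplasmic cargo is degraded and loses fluorescence; 0% = median of neutral control wells and 100% = median of NaSCN control wells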
DAGLB inh = blocks human DAGLB lipase activity; Q8NCG7; HEK293T DAGLB membrane lysate, EnzChek fluorogenic substrate; inhibition, % at 5.17 µM; 340,000 compounds, 0.059% hits; in the data active = inhibition above about 34%;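 note: 0% = enzyme with vehicle and 100% = wells lacking enzyme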
Target sequence (Q8NCG7 whole entry, looked up): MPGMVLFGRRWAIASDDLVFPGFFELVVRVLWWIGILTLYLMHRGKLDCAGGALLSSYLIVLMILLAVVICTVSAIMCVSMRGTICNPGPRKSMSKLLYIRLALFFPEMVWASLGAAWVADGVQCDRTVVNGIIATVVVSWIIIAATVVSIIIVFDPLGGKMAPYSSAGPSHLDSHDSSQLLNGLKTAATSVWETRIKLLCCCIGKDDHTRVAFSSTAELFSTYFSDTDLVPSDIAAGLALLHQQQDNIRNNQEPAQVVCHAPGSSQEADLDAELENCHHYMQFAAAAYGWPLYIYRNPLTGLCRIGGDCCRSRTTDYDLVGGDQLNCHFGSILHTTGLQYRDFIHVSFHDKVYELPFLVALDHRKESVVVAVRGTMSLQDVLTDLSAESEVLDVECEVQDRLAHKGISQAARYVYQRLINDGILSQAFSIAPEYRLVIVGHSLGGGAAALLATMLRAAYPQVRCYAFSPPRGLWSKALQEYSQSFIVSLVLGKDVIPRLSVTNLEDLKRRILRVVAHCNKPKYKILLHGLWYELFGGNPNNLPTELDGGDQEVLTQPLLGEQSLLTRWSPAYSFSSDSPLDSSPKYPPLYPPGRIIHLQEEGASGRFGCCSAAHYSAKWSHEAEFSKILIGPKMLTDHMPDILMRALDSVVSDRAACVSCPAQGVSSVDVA
Rtt109 HAT inh = inhibitors of Candida albicans Rtt109/Vps75 histone acetyltransferase. Q5AAJ8. purified Rtt109/Vps75, ThioGlo CoA-SH fluorescence, 4 h. inhibition, % at 34.9 µM. 330,000 compounds, 0.16% hits. AID 540336;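 active = inhibition of at least 50% in every replicate; inconclusive = best replicate reaches 50% inhibition but some replicates fall short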
Target sequence (Q5AAJ8 whole entry, looked up): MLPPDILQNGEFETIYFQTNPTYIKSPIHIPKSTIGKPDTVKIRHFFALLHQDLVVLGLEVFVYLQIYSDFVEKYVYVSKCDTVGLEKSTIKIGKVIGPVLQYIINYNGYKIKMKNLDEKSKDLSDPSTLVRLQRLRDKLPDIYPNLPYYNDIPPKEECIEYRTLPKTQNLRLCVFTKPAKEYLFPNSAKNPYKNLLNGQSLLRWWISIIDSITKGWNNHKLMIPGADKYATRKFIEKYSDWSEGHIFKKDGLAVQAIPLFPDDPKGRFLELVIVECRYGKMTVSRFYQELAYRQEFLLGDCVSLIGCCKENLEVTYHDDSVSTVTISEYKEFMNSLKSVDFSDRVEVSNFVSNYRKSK
AddAB inh = less growth of phage-infected E. coli with AddAB; E. coli expressing H. pylori AddAB, absorbance growth; AID 435030; inhibition, % at 11.9 µM; 330,000 compounds, 0.29% hits; in the data active = inhibition above about 12%;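 note: 0% = vehicle wells of infected cells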
PfHsp90 yeast 2 = inhibits growth of yeast expressing Plasmodium falciparum Hsp90 | inhibition, % at 9.4 µM | S. cerevisiae expressing PfHsp90, BacTiter-Glo ATP, 48 h; yeast lacking PDR1 and PDR3 efflux regulators | 310,000 compounds, 0.32% hits;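 active = every replicate shows inhibition above about 80%, whatever the replicate mean, limit read from the data; inconclusive = mean inhibition reaches the set limit but some replicate falls short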;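 note: 0% = DMSO neutral controls and 100% = 20 µM radicicol positive controls; yeast relying on Plasmodium falciparum Hsp90 in place of its own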
CAL PDZ FP = human CAL PDZ-peptide interaction inhibition | purified CAL PDZ, TMR-peptide fluorescence polarization, 1 h | inhibition, % at 20 µM | 330,000 compounds, 0.02% hits | AID 504414;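 active = highest replicate inhibition of at least 40%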;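 note: plate controls were DMSO neutral control wells for no effect and unlabeled competitor peptide control wells for full effect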
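System: purified tagged CAL PDZ domain construct (CerCALP). Schedule: 1 h incubation at room temperature before polarization reading. Medium: 25 mM sodium phosphate pH 7.4, 150 mM NaCl, TCEP, IgG, Thesit. Read-out: percent inhibition from loss of millipolarization. Measured by: FP readout, S and P plane fluorescence. Probe or stimulus: fluorescent TMR peptide probe.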
Starred values were filed as active, the others as inactive; ? = inconclusive; . = not tested or not shown; & = joins results of further samples.

SMILES | Wnt bcat act | Ecoli viability | phage Ecoli inh | PvdQ acylase | Tat export inh | DAGLB inh | Rtt109 HAT inh | AddAB inh | PfHsp90 yeast 2 | CAL PDZ FP
N#CC(C#N)=Cc1cc2ccccc2nc1N1CCCCC1 | 1 | -1.5 | 4.3 | 16 | -5 | -1 | 16 | -1.0 | -43 | -0.5
COCCN(C(=O)COC(=O)c1cc(C)oc1C)c1c(N)n(Cc2ccccc2)c(=O)[nH]c1=O | 0 | 0.2 | 2.7 | -9 | 1 | -3 | 5 | 0.7 | -30 | -0.9
CCOC(=O)c1c(C)oc2cc(Sc3ccccc3)c(O)c(O)c12 | 12 | -1.5 | 2.2 | . | . | . | . | 3.3 | . | .
O=C(NC(=S)NCc1ccco1)c1ccccc1[N+](=O)[O-] | -1 | 0.4 | -1.5 | 1 | 2 | -1 | 4 | -0.7 | 20 | -2.2
Cc1ccc(C)c(Nc2nc3nonc3nc2N2CCOCC2)c1 | -2 | 3.4 | 1.2 | 1 | 4 | 3 | 5 | 1.5 | 0 | -0.9
Cc1ccc2nc(Cl)c(C3CC(c4cccs4)=NN3S(C)(=O)=O)cc2c1 (configuration not stated) | 1 | 1.6 | -2.4 | -15 | -3 | -1 | . | 0.7 | -5 | -3.9
Cc1ncc(CSc2nccc(=O)[nH]2)c(CO)c1O | 16 | 0.3 | 0.3 | -1 | 10 | 0 | 8 | -2.0 | 29 | 0.8
CCOCCCn1cnc2c3cc(F)ccc3n(C)c2c1=O | 1 | -0.1 | 2.0 | -2 | -3 | -1 | -25 | 0.3 | 8 | -0.4
CCOc1ccccc1CNCC1CCCO1 (configuration not stated) | -1 | 0.1 | 4.5 | -16 | -9 | 3 | -18 | 1.8 | 26 | -2.4
CCc1ccc(C(=O)Cn2ncc(Cl)c(Cl)c2=O)cc1 | . | 2.6 | 3.6 | 9 | 3 | 4 | 5 | -0.3 | 0 | -0.9
CCOc1cc(C(c2c(C)[nH][nH]c2=O)c2c(C)[nH][nH]c2=O)cc([N+](=O)[O-])c1O | -2 | 0.3 | -0.1 | -1 | 22 | 2 | 0 | -0.3 | -43 | .
Cc1ccc(Cn2c(C(C)Nc3nc(-c4ccc(Cl)c([N+](=O)[O-])c4)cs3)nc3cc(C(F)(F)F)ccc32)cc1 (configuration not stated) | -8 | 3.4 | 1.7 | 15 | -6 | -12 | 3 | 5.2 | . | 1.5
CC(C)[C@H]1CN(C)CCN1Cc1cn(C)nc1-c1cccc(Cl)c1 | -1 | 0.8 | -0.3 | -3 | 5 | 2 | 4 | 3.3 | 5 | -2.1
Cc1ccc([C@@H]2[C@@H]3C(=O)N(C)C(=O)[C@@H]3[C@]3(Cc4ccccc4)C(=O)N(Cc4ccccn4)CC(=O)N23)o1 | -1 | -1.3 | -0.1 | -6 | 3 | -1 | -2 | -0.2 | . | -1.4
O=C(Nc1ccc(Br)c(C(F)(F)F)c1)c1ccc(C(F)(F)F)cc1 | 11 | 4.1 | 10 | . | . | . | . | 8.0 | . | .
NS(=O)(=O)OCCCCCc1ccccc1 | 2 | -0.8 | 1.8 | -5 | 3 | -4 | 0 | 5.0 | 1 | -0.8
FC(F)(F)c1cc(N2CCOCC2)nc(-c2ccccc2)n1 | -2 | 0.4 | 3.6 | -7 | -5 | -4 | 3 | 2.9 | 23 | -0.6
Cc1ccc(NC(=O)CCCn2nc(C)c3c(C)n(-c4ccccc4)nc3c2=O)c(Cl)c1 | 1 | 1.1 | -1.6 | -3 | -4 | -2 | -6 | 0.5 | -2 | -0.4
O=c1oc2ccccc2c2c1C(O)CO2 (configuration not stated) | 0 | 0.5 | 1.7 | 3 | -1 | -5 | -4 | 0.2 | -8 | 0.1
O=C(O)C1CCCCC1C(=O)NCCCN1CCOCC1 (configuration not stated) | -1 | 1.2 | 0.3 | -9 | 2 | -2 | 0 | 1.7 | 37 | -0.4
O=C(/C=C/c1ccccc1)Nc1cc(S(=O)(=O)N2CCOCC2)ccc1N1CCCC1 | . | 3.1 | -1.1 | 9 | ? | 0 | -4 | 3.1 | -84 | -0.8
N/C(=N\OC(=O)c1cccc(F)c1)c1ccccc1 | . | 2.3 | 1.8 | -1 | -1 | -11 | -8 | 2.3 | . | -2.1
CCOC(=O)c1c(C)nc2sc3c(=O)n(-c4ccc(C(C)=O)cc4)cnc3c2c1-c1ccc(OC)cc1 | . | 3.0 | 1.9 | -5 | 2 | 1 | 6 | 4.5 | -9 | -3.1
Cn1cc([N+](=O)[O-])c(C(=O)Nc2nccs2)n1 | 3 | -2.5 | 2.5 | 12 | 8 | -1 | . | 3.1 | 7 | -2.0
COC(=O)c1ccc(OC)c(CSc2nnc(-c3ccc(C(C)(C)C)cc3)o2)c1 | -5 | 0.7 | -0.8 | . | . | . | . | 0.2 | . | .
Carrying on.
SMILES | Wnt bcat act | Ecoli viability | phage Ecoli inh | PvdQ acylase | Tat export inh | DAGLB inh | Rtt109 HAT inh | AddAB inh | PfHsp90 yeast 2 | CAL PDZ FP
CC1CCN(c2nc(NCc3ccco3)nc(N)c2[N+](=O)[O-])CC1 | . | 1.2 | 2.3 | 0 | 8 | -2 | 14 | 3.5 | 5 | -1.0
O=C(Nc1ccn([C@H]2CC[C@@H](CO)O2)c(=O)n1)c1ccccc1 | 2 | 0.3 | 0.1 | 2 | -7 | 0 | -5 | 0.9 | -12 | -1.8
CC(C)C(NC(=O)c1ccccc1F)C(=O)NCCCn1ccnc1 (configuration not stated) | 0 | -0.4 | 0.9 | -22 | 9 | 2 | 13 | -1.2 | -3 | -5.3
O=C(Nc1ccc(Cl)c([N+](=O)[O-])c1)C(NCCCO)c1ccccc1 (configuration not stated) | -3 | -0.9 | 3.6 | -1 | 4 | 1 | 4 | 0.9 | -27 | 0.0
Cc1cccc(CSCCNC(=O)Nc2ccccc2)c1 | . | -0.5 | 2.5 | -16 | -3 | -7 | 2 | 3.7 | 0 | -2.7
COCCNC(=O)c1cc2c(=O)n3cccc(C)c3nc2n(Cc2ccncc2)c1=N | . | -1.7 | 3.8 | -45 | -1 | 3 | -11 | -1.0 | 26 | -0.9
COc1ccc(CN(Cc2cc3cccc(C)c3n3nnnc23)C(=O)N2CCOCC2)cc1 | -2 | 0.5 | 1.0 | -2 | -8 | -1 | 3 | 1.1 | 16 | -1.9
CC(=O)C1=C(O)C(=O)N(c2nccs2)C1c1ccc(F)cc1 (configuration not stated) | -11 | 0.0 | 6.6 | 1 | -6 | 10 | . | 2.2 | -32 | -2.4
c1cncc(-c2nnc3sc(C4CCCCC4)nn23)c1 | . | 1.4 | 2.5 | -15 | -5 | -7 | -4 | -1.4 | -18 | -1.0
COCCCn1c(C(=O)N2CC(C)OC(C)C2)cc2c(=O)n3cccc(C)c3nc21 (configuration not stated) | . | -1.3 | . | -35 | 0 | 1 | -53 | 4.2 | -9 | -2.5
CC(C)CNS(=O)(=O)c1ccc(C(=O)Nc2ccc3c(c2)OCCO3)cc1 | . | -1.1 | 3.2 | 1 | 0 | 1 | . | -2.1 | -5 | -3.1
COc1ccc(NC(=O)CCNS(=O)(=O)c2cccc3nonc23)c(OC)c1 | -2 | 3.8 | 4.6 | -3 | -14 | 1 | 7 | 6.2 | -20 | -2.3
Cn1cccc1CC(=O)N/N=C/C=C/c1ccco1 | -1 | -1.6 | -1.9 | -5 | 2 | -2 | -11 | 5.2 | -14 | -1.7
CN(C)c1nc(-c2ccc([N+](=O)[O-])cc2)cs1 | . | -0.3 | -1.1 | 6 | 3 | -4 | 1 | 4.3 | 11 | -0.1
Cc1ccccc1OCC(=O)NCCCNC(=O)c1ccccn1 | -3 | 0.2 | 0.5 | -4 | 21 | 3 | 1 | 0.7 | 8 | -3.0
O=C(Nc1ccncc1)Nc1ccc(Br)cc1Cl | 0 | . | 3.3 | -18 | -10 | 0 | 1 | . | -14 | -4.6
COc1ccc(C(=O)N2CCN(C(=O)c3cc(OC)c(OC)c(OC)c3)CC2)cc1 | 0 | 0.1 | 1.8 | -14 | -3 | -1 | -11 | 3.9 | -39 | -1.1
CCc1cc(CNC(=O)c2ccc(OC3CCN(CCc4ccccc4)CC3)cc2)on1 | -2 | 0.1 | 3.0 | -15 | 7 | 2 | -10 | 2.7 | -11 | -3.0
COc1ccc2c(c1)C(=O)N(c1ccccc1C)C(=O)C2(C)C | 4 | -0.8 | 5.3 | -6 | -6 | -2 | 0 | 1.0 | 7 | -2.6
CC1(C)CC(=O)C(CO)=C(c2cccc3ccccc23)C1=O | 8 | -1.0 | 2.3 | -28 | -7 | -1 | -6 | 1.2 | 9 | -0.4
COc1ccc(C2C(C(=O)c3cccs3)=C(O)C(=O)N2c2nncs2)cc1 (configuration not stated) | 6&-2 | -0.3 | 2.0 | -3 | -7 | -2 | 6 | 0.7 | -12 | -1.8
Cc1cccc(C(=O)c2cccc(C)c2)c1 | 1 | -0.5 | 2.7 | -12 | -2 | -4 | 3 | 0.4 | 14 | -1.4
COC(=O)c1sccc1NC(=O)CC1C(=O)NCCN1C(=O)Nc1ccc(OCc2ccccc2)cc1 (configuration not stated) | 7 | -2.7 | 0.4 | 0 | 8 | 2 | 19 | -0.1 | 0 | -0.8
COc1ccc(CNC(=O)CCCN2C(=O)c3ccccc3C2=O)cc1 | . | 0.3 | 3.7 | 3 | 14 | -1 | . | 0.7 | -24 | -2.5
Cc1ccc(-c2csc(NC(=O)c3cccc([N+](=O)[O-])c3)n2)cc1 | 0 | -1.7 | 3.4 | -11 | 2 | -4 | -1 | 1.4 | -29 | .
Following part:
SMILES | Wnt bcat act | Ecoli viability | phage Ecoli inh | PvdQ acylase | Tat export inh | DAGLB inh | Rtt109 HAT inh | AddAB inh | PfHsp90 yeast 2 | CAL PDZ FP
COc1cc(CCC(=O)OCC(=O)N(CC(C)C)C2CCS(=O)(=O)C2)cc(OC)c1OC (configuration not stated) | . | . | 1.9 | -18 | -5 | 2 | -12 | . | -5 | -1.6
Cc1cccc(NC(=O)C2CCN(S(=O)(=O)c3cccc4nsnc34)CC2)c1 | -1 | -1.6 | 1.5 | -7 | 3 | -1 | -2 | 2.2 | -9 | -3.8
CCOc1cccc(-c2csc(C3COc4ccccc4O3)n2)c1 (configuration not stated) | 24 | -2.0 | -0.4 | 2 | -1 | -4 | 2 | 4.0 | -21 | -1.0
O=C(Cc1ccc(Cl)cc1)NCCCn1ccnc1 | . | -3.1 | 3.2 | -17 | 8 | -6 | -9 | 0.0 | . | -0.3
CCOC(=O)N1CCC(NC(=O)c2ccc3c(c2)N(C)CCS3)CC1 | . | 0.7 | 1.3 | -19 | 21 | 3 | 5 | -1.8 | . | -0.2
O=C(/C=C/c1cccc([N+](=O)[O-])c1)N1CCN(c2ccc(F)cc2)CC1 | 0 | -0.4 | 1.7 | -1 | -4 | 1 | 0 | -3.0 | -15 | -0.3
CC1C(=O)Nc2ccccc2N1C(=O)c1ccc(Cl)c(Cl)c1 (configuration not stated) | 3 | -2.2 | 0.5 | -18 | 0 | 0 | -9 | 0.1 | 1 | -1.1
CC(C)(C)n1nnnc1C(c1cccnc1)N1CCOCC1 (configuration not stated) | -2 | 0.8 | 2.5 | -12 | 1 | -2 | -1 | 2.0 | . | -0.2

Bioassay records as filed in PubChem.
